# Y pestis TopoI = Yersinia pestis topoisomerase I inhibitors, primary screen, biochemical, cleavage product accumulation, plate reader, single point; hit rate 0.064% among 360,000; Y. pestis Topo-I cleavage product accumulation; activity, % at 10 µM; in the data active = activity above about 50%, passing the limit was not always enough; also: inactives centre near 2
# SARS 3CLpro inh = SARS-CoV 3CLpro protease inhibitors, primary screen, biochemical, quenched FRET; inhibition, % at 6 µM; Replicase polyprotein 1ab (Severe acute respiratory syndrome coronavirus), P0C6X7; recombinant SARS-CoV 3CLpro, quenched FRET peptide cleavage; hit rate 0.14% among 290,000; AID 1706, 2009; in the data active = inhibition above about 12%
# TcdB inh = TcdB glycohydrolase inhibitors, primary screen, biochemical, single point, plate reader; TcdB glycohydrolase enzymatic assay; inhibition, % at 9.99 µM; hit rate 0.24% among 350,000; in the data active = inhibition above about 10%
# MazEF act = activators of E. coli MazEF toxin-antitoxin RNase, primary screen, biochemical, fluorescence, uHTS; Endoribonuclease toxin MazF (Escherichia coli (strain K12)), P0AE70; FAM/BHQ RNA-DNA oligo cleavage fluorescence, 5 h; activation, % at 20 µM; hit rate 0.32% among 350,000; AID 504720, 2011; in the data active = activation above about 50%
# Target sequence (P0AE70 whole entry, looked up): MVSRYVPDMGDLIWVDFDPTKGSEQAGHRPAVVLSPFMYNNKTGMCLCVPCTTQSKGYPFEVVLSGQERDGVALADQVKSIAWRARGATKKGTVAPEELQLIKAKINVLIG
# PriA SSB inh = inhibitors of Klebsiella pneumoniae PriA binding to SSB C-terminal tail, primary screen, biochemical, AlphaScreen | PriA–SSB C-terminal tail interaction (Klebsiella pneumoniae) | AlphaScreen SSBct-PriA binding, biotinylated peptide | inhibition, % at 33 µM | hit rate 0.6% among 430,000; in the data active = inhibition mostly above about 37%, no sharp cut-off; inactive = mostly below about 20%;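 also: plate controls were negative control peptide for no effect and reference peptide for full effect; strong numbers were not always called active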
# Vc quorum ag = inducers of Vibrio cholerae quorum light production without autoinducers, primary screen, BH1578 luxS cqsA deficient, single point; hit rate 0.16% among 350,000; activation, % at 18.7 µM; V. cholerae BH1578 lux reporter, luminescence, 6 h; in the data active = activation mostly above about 9.7%, no sharp cut-off; also: not every result past the cut was called active; inactives centre near 0; reference of the scale not given here
# PrPC surface inh = inhibitors of human cell surface prion protein PrPC, primary screen, cell-based, TR-FRET; Major prion protein (Homo sapiens), P04156; TR-FRET read-out; inhibition, % at 13.8 µM; hit rate 0.43% among 370,000; in the data active = inhibition above about 24%; also: 0% = median of the test wells and 100% = reference compound wells
# CCHF vOTU inh = CCHFV vOTU protease inhibitors, primary screen, biochemical, Pep-AMC substrate, fluorescence; Crimean-Congo hemorrhagic fever virus L polyprotein viral ovarian tumor (vOTU) protease …; inhibition, % at 11.5 µM; hit rate 0.55% among 370,000; in the data active = inhibition above about 30%; also: 0% = vehicle wells with enzyme and 100% = no enzyme wells
# Rv3671c protease = Rv3671c serine protease inhibitors, primary screen, biochemical, fluorescence polarization, M. tuberculosis H37Rv | P9WHR9 | inhibition, % at 5.96 µM | hit rate 0.048% among 320,000; in the data active = inhibition above about 38%;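 also: extracellular domain of Rv3671c used as enzyme; 0% = enzyme with DMSO and 100% = no enzyme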
# Target sequence (P9WHR9 whole entry, looked up, the tested form may be a part): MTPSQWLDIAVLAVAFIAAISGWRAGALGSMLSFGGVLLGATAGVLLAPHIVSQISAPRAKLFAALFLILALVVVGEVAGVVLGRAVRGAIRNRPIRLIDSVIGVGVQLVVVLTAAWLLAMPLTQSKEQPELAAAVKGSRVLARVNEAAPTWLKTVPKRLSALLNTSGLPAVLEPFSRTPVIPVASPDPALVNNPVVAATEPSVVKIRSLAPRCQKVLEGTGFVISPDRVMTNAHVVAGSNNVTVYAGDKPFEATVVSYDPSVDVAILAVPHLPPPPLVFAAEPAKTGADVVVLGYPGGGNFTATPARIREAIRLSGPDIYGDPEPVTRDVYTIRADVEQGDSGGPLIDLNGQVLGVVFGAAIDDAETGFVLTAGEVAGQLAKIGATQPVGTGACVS
# VHR inh abs = VHR1 phosphatase inhibitors, primary screen, biochemical, absorbance, uHTS. hit rate 0.52% among 290,000. recombinant VHR phosphatase, pNPP absorbance. inhibition, % at 13.3 µM. Dual specificity protein phosphatase 3 (Homo sapiens), P51452; in the data active = inhibition above about 50%; also: some compounds called inactive have numbers as strong as hits
# Target sequence (P51452 whole entry, looked up): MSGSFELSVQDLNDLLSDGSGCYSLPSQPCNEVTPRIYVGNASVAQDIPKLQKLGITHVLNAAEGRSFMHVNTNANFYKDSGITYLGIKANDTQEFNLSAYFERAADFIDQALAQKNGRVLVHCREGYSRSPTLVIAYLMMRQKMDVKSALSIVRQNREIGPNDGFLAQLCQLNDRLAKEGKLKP
# Active calls of the source: *; i = inactive; / = not tested or not shown; + = active, no number; & = joins results of further samples. These rows are one share of the data; count on the stated rates, not on these rows.
SMILES,Y pestis TopoI,SARS 3CLpro inh,TcdB inh,MazEF act,PriA SSB inh,Vc quorum ag,PrPC surface inh,CCHF vOTU inh,Rv3671c protease,VHR inh abs
Cc1noc(NS(=O)(=O)c2ccc(NC(=O)C34CC5CC(C3)CC(n3cnc(Cl)n3)(C5)C4)cc2)c1C,10.7,0.5,/,-3.8,-16.3,i,1.7,18.2,-8.2,2.1
O=C(CSc1nccn1-c1ncc(C(F)(F)F)cc1Cl)c1ccc(Cl)cc1,9.1,0.6,/,-0.6,-52.9,i,-0.3,1.0,-6.3,16.4
Cc1cc2cc3c(cc2nc1SCC(=O)N1c2ccccc2CC1C)OCO3 (stereo not given),12.1,5.0,/,0.4,-21.5,-2.6,0.3,5.7,-2.5,8.8
CC[C@@]1(C(=O)OC)N[C@H](CN(C)C(=O)Nc2ccc(C(F)(F)F)cc2)[C@@H]2C(=O)N(C)C(=O)[C@@H]21,3.8,/,1.4,-4.5,-6.1,2.0,-3.9,-5.5,0.5,/
COc1cc(C(=O)COC(=O)c2cnc(C)cn2)ccc1OC(F)F,-1.3,0.0,0.8,-5.4,26.2,-1.8,-7.8,18.8,-3.7,22.9
COC(=O)c1ccc2c(=O)n(Cc3ccco3)c(SCC(=O)Nc3ccccc3Cl)nc2c1,-0.8,-1.7,/,3.4,-10.5,/,-4.0,14.7,4.0,22.4
Cc1cc(Br)ccc1SCC(=O)OCC(=O)NCc1ccc2c(c1)OCO2,21.9,1.1,1.2,-4.4,-10.6,i,-2.8,4.2,-9.8,10.2
CS(=O)(=O)c1ccc(Nc2nc(C(N)c3ccccc3Cl)cs2)cc1 (stereo not given),-0.9,/,0.6,/,/,i,12.0,14.5,/,/
CCN1C(=O)C2CCCCN2c2ccc(C(=O)NCCOC)cc21 (stereo not given),-3.7,-1.0,-0.2,-8.7,-4.3,i,0.0,12.8,-3.1,15.5
CCn1cc2nc(SCC(=O)Nc3ccc(OC)cc3OC)n(Cc3ccc(OC)cc3)c(=O)c2n1,28.9,3.0,2.1,2.2,0.2,-4.0,8.4,10.2,-3.7,-13.7
CCOC(=O)Nc1ccc2c(COC(=O)CNS(=O)(=O)c3ccc(NC(C)=O)cc3)cc(=O)oc2c1,1.2,2.3,0.3,3.4,-0.5,-0.2,5.0,-123.0,4.2,12.1
Cc1ccc(NC(=O)CN(C)S(=O)(=O)c2ccc(Br)s2)cc1F,7.6,0.3,/,-5.0,-11.7,i,-3.7,-16.5,-2.7,39.0
CNC(=O)c1c(NC(=O)CS(=O)(=O)c2ccc(F)cc2)sc(C)c1C,2.4,/,1.8,0.8,-5.6&-8.0,2.0,-0.4,-1.8,0.0,/
COc1ccc(/C(N)=N/OC(=O)C2CCCCC2)cc1OC,9.4,2.6,0.7,2.1,/,i,4.0,10.0,6.0,12.5
CC(C)(CNC(=O)CCNC(=O)c1ccc(Br)cc1)N1CCOCC1,-1.2,/,-1.0,2.0,-5.2,i,3.3,9.7,0.7,/
O=C(N/N=C\c1ccc2c(c1)OCO2)c1ccco1,-3.6,0.7,0.9,6.0,/,-0.3,-1.7,10.9,-0.7,13.3
CC1CC(=O)Nc2ccccc2N1C(=O)CN1CCN(c2ccccc2)CC1 (stereo not given),-4.9,9.6,0.6,-2.7,-7.7,-0.4,1.7,3.2,-9.6,-2.0
COc1ccccc1C(=O)Nc1cccc(NC(=O)c2ccccc2OC)n1,-0.4,4.2,-0.3,5.9,-11.0,2.0,3.1,-13.6,-14.5,9.8
CCn1nnnc1SCC(=O)c1ccc2c(c1)OCCO2,-1.9,-1.7,/,-0.7,-10.1,+,-2.4,8.2,6.0,43.0
CCc1ccc(NC(=O)c2cc(C(C)C)on2)cc1,21.1,-1.1,/,-12.9,-23.4,-0.4,8.1,-8.5,-8.4,13.0

# Full records as entered above. Screens in order: Y pestis TopoI	SARS 3CLpro inh	TcdB inh	MazEF act	PriA SSB inh	Vc quorum ag	PrPC surface inh	CCHF vOTU inh	Rv3671c protease	VHR inh abs
# `CCn1cc2nc(SCC(=O)Nc3ccc(OC)cc3OC)n(Cc3ccc(OC)cc3)c(=O)c2n1` is entered as 28.9	3.0	2.1	2.2	0.2	-4.0	8.4	10.2	-3.7	-13.7
# `COc1ccc(/C(N)=N/OC(=O)C2CCCCC2)cc1OC` is entered as 9.4	2.6	0.7	2.1	/	i	4.0	10.0	6.0	12.5
# `Cc1cc2cc3c(cc2nc1SCC(=O)N1c2ccccc2CC1C)OCO3` (stereo not given) is entered as 12.1	5.0	/	0.4	-21.5	-2.6	0.3	5.7	-2.5	8.8

# Back to the main list; the 2 compounds before the break are reprinted first.
SMILES,Y pestis TopoI,SARS 3CLpro inh,TcdB inh,MazEF act,PriA SSB inh,Vc quorum ag,PrPC surface inh,CCHF vOTU inh,Rv3671c protease,VHR inh abs
CCn1nnnc1SCC(=O)c1ccc2c(c1)OCCO2,-1.9,-1.7,/,-0.7,-10.1,+,-2.4,8.2,6.0,43.0
CCc1ccc(NC(=O)c2cc(C(C)C)on2)cc1,21.1,-1.1,/,-12.9,-23.4,-0.4,8.1,-8.5,-8.4,13.0
NC(=O)c1ccc(NC(=O)c2ccccc2S(=O)(=O)c2ccccc2[N+](=O)[O-])cc1,-4.3,3.4,/,4.2,1.5,-0.2,-18.2,2.4,-3.0,-0.9
CCCN1CCC(=O)NC1=S,1.1,/,0.9,1.8,-6.0,-3.4,-3.5,-1.7,/,/
O=C(NCc1ccccc1)c1ccc(CN2CCOCC2)cc1,3.6,2.9,/,-10.3,-22.4,i,-1.5,9.0,-10.0,-16.7
O=C(NNc1ccccc1)C(=O)NNS(=O)(=O)c1ccc([N+](=O)[O-])cc1,1.8,3.5,-2.1,-1.7,-8.8,-0.3,12.9,0.1,0.0,-15.4
CC(C)C[C@@H](CO)N(Cc1ccccc1)S(=O)(=O)N(Cc1ccccc1)[C@H](CO)CC(C)C,-8.8,/,-1.1,1.2,-5.0,2.1,/,/,-17.8,/
COc1ccc(NC(=O)Cn2c(=O)n(-c3ccc(CC(=O)NCc4ccco4)cc3)c(=O)c3ccccc32)cc1,9.6,5.2,-0.5,-22.8,-14.6,i,-1.6,1.9,-87.6,29.7
COC(=O)[C@H](CCSC)NC(=O)NCCc1ccc(F)cc1,-6.3,-3.0,/,6.2,-7.5,-0.5,11.7,14.0,-1.3,22.9
O=C(COc1ccc(/C=N/NC(=O)C(=O)N2CCCCC2)cc1)Nc1ccccc1Cl,8.1,-0.4,1.1,8.3,/,i,-0.1,9.4,1.0,3.3
CC(C)c1ccccc1NC(=O)Nc1nc(C(N)Cc2ccc(C(F)(F)F)cc2)cs1 (stereo not given),1.6,/,0.9,/,/,-0.6,-5.3,20.8,/,/
O=C(N/N=C/c1ccc2ccccc2c1)c1ccc(COc2ccc3c(c2)CCC3)o1,11.7,-0.3,/,-6.5,/,-1.0,1.7,8.5,-4.3,28.7
N#CCCN(C(=O)c1ccco1)c1ccccc1,-6.9,-2.7,/,5.8,-1.1,/,2.1,5.4,-3.6,13.9
CSCCC(NC(=O)c1cccc([N+](=O)[O-])c1)C(=O)OCC(=O)N1CCCC1=O (stereo not given),8.4,/,0.7,-6.6,-14.4,i,-8.2,-7.8,-7.7,/
COc1ccc(C2CC(c3ccc(C)cc3)Nc3nc(N)nn32)cc1 (stereo not given),-7.5,-2.3,/,-2.8,3.2,i,-1.9,-4.1,6.7,49.4
Cc1cn(-c2ccc(Br)cc2)[nH]c1=O,5.8,-3.0,-0.5,-11.4,-7.0,i,-4.1,-9.5,-1.0,-7.9
Oc1c(N=Nc2ccccc2)sc2ccccc12,4.8,4.7,0.9,3.8,25.3,-0.5,0.3,1.2,-27.1,12.8
Cc1ccc(OCC(=O)NS(=O)(=O)c2ccc(Cl)cc2)cc1,-3.3,-5.2,1.4,-1.6,-4.5,-0.2,-5.1,-7.7,2.9,-9.5
Cc1c(-c2nnc(-c3ccc(C(F)(F)F)cc3)o2)cnn1-c1ccccc1,5.2,0.5,/,6.9,-0.7,i,1.9,-5.5,3.0,14.8
COc1ccc(CNC(=O)c2c(-c3cc(Cl)c(OC)c(Cl)c3)noc2C)cc1,-8.0,3.6,0.7,7.2,-6.2,-0.6,-7.2,-1.1,-1.4,14.8
CCOc1cc(C2C(C(=O)N3CCCCC3)=C(C)NC3=C2C(=O)CCC3)cc(Br)c1O (stereo not given),3.2,-0.2,/,7.3,-6.0,i,-2.8,2.2,-1.6,-22.9
CCOc1ccccc1NC(=O)CN(C)S(=O)(=O)c1cccc2nsnc12,5.5,3.1,/,-11.4,0.9,/,-27.0,11.9,3.0,0.0
CCCCCCCCOC(=O)CCn1[nH]c(=O)c2ccccc2c1=O,5.3,4.4,/,1.5,-0.6,-1.5,8.9,9.7,7.5,20.5
COc1ccc(N(CC(=O)N/N=C(\C)c2cccs2)S(=O)(=O)c2ccccc2)cc1Cl,/,-1.1,-0.1,/,/,/,7.7,-61.5,4.2,1.7
Cc1cc(C(F)(F)F)nn1-c1nc(-c2ccco2)cc(C(F)(F)F)n1,-0.7,-5.4,/,-2.9,16.4,-0.3,3.6,0.8,-3.4,25.0
CSc1ccccc1NC(=O)COC(=O)c1ccccc1O,-0.2,3.5,-0.1,9.1,-11.0,-0.1,-2.4,12.5,-2.0,18.4
Cc1ccsc1C(C(=O)NC1CCCCC1)N(C(=O)Cc1cccs1)C1CC1 (stereo not given),-0.1,-0.8,/,2.0,-12.2,i,5.3,-9.6,1.9,10.0
O=C(C1CCN(S(=O)(=O)c2ccccc2)CC1)N1CCN(Cc2ccccc2)CC1,0.6,0.7,-0.1,2.7,2.4,i,-1.5,0.6,/,11.2
Cc1cc(C(=O)c2ccccc2)cc(C)c1O,-0.3,/,0.7,0.2,7.5,/,-2.0,2.0,/,/
O=C1Nc2ccc(S(=O)(=O)NCC3CCCO3)c3cccc1c23 (stereo not given),-1.8,0.7,0.1,8.8,-24.6,3.3,-14.5,-102.1,-7.3,-8.2
CC(C)C(=O)Nc1ccc(S(=O)(=O)Nc2ccccn2)cc1,3.9,3.8,0.8,2.6,-2.0,0.4,5.2,-7.8,3.1,25.8
NC1(C#Cc2ccc3oc(=O)c(-n4cc(C5(O)CCCCC5)nn4)cc3c2)CCCCC1,-6.8,/,0.1,19.6,-2.5,-0.7,-3.8,3.8,1.9,/
CC(C)Cn1c(N)c(C(=O)COC(=O)c2ccc(O)cc2O)c(=O)n(C)c1=O,-16.9,/,2.4,4.1,-5.2,i,-0.9,-8.3,-7.8,/
Cc1nc2ccc(NC(=O)C3CCCCC3)cc2s1,0.9,/,1.4,3.9,-3.8,-1.0,-3.6,-5.3,-1.9,/
COc1cc(OC)c(OC)cc1/C=N/NC(=O)C[n+]1ccccc1,0.5,5.4,/,1.2,/,-0.5,-1.4,2.0,7.7,-4.7
Cc1ccc(COc2ccsc2C(=O)NN)cc1,6.2,0.3,0.8,13.0,-1.5,-0.2,-1.8,-2.3,-14.8,27.4
Fc1ccc(C(c2nnnn2Cc2cccs2)N2CCN(C3CCCCC3)CC2)cc1 (stereo not given),4.0,2.9,/,5.7,-10.5,/,2.3,7.1,3.8,12.9
COc1ccc(-c2nc(N)n[nH]2)cc1,0.0,-2.1,/,9.9,2.1,i,3.6,5.7,4.5,35.8
Cc1ccc(-c2nn(-c3ccccc3)cc2C=O)o1,8.6,1.0,-4.0,12.2,-12.3,-0.2,0.7,1.7,-0.6,20.6

# From PubChem BioAssay
